Assay outcomes: PubChem BioAssay, National Center for Advancing Translational Sciences (NCATS)
BRCT inh green – inhibitors of human BRCA1 BRCT-phosphoprotein interaction (green fluorophore); Potency, µM (titrated, usually from 76.9 µM), for inactives: at the top dose activity change, negative = inhibition, hits mostly inhibitors; 75,000 tested, 0.05% active; P38398; BRCA1 BRCT-phosphopeptide binding, green fluorescence polarization; AID 875;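 also: potency is read from the fitted curve at half-maximal effect; plate controls were peptide without protein for full effect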
Target sequence (P38398 whole entry, looked up): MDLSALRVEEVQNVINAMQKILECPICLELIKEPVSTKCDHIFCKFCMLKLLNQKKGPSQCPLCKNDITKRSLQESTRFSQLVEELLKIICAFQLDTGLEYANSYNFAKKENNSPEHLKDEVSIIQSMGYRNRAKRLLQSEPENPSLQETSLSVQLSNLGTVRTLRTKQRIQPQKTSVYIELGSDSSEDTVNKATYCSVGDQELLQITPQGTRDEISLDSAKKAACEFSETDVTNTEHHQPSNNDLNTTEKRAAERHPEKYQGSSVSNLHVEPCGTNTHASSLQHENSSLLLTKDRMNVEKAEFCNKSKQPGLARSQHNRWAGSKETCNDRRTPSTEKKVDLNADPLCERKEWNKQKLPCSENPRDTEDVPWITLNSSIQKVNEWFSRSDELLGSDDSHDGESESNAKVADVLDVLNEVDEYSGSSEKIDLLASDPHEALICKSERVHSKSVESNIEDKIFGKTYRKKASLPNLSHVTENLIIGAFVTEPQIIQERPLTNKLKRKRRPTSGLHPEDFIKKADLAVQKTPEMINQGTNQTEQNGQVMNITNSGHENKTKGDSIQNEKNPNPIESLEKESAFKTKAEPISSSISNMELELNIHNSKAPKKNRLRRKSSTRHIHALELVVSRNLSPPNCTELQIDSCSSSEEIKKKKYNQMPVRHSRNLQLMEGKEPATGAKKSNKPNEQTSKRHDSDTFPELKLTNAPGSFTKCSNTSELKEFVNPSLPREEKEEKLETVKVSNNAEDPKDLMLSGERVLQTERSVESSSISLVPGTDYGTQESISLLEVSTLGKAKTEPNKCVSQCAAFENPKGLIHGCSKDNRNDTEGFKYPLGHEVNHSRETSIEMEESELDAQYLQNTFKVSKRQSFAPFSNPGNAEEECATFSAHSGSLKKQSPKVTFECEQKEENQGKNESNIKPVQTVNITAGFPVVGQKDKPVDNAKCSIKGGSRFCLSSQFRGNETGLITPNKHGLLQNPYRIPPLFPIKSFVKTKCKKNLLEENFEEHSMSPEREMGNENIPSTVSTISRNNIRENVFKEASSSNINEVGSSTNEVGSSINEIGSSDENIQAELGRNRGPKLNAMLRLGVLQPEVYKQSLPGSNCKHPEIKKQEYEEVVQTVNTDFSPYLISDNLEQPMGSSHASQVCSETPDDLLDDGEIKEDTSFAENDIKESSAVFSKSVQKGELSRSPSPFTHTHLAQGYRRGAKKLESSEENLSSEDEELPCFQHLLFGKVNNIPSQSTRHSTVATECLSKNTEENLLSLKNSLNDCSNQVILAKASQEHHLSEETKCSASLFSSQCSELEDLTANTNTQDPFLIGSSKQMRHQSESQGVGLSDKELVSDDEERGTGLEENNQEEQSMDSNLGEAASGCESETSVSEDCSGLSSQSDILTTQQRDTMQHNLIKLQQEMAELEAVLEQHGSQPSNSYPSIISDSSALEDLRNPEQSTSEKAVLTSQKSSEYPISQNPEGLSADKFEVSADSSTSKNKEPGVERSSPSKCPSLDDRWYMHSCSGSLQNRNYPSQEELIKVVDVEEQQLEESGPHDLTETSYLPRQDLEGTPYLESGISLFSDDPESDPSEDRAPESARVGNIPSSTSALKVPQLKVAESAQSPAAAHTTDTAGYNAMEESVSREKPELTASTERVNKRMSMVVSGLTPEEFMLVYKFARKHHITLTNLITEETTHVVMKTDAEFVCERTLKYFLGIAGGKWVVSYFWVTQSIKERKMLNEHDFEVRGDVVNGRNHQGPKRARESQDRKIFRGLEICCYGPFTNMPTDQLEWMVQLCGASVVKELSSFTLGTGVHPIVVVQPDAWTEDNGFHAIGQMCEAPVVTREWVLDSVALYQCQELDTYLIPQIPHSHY
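Fluorescence polarization: His-tagged BRCT (~35 kDa BRCA1 C-terminus, 250 nM) bound to 100 nM fluorescein-labeled phosphorylated 10-aa BACH1 peptide, pH 7.3 phosphate buffer with DTT and Tween 20. Compounds incubated 12 min at room temperature; inhibition read as lowered polarization.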
BRCT PPI red – BRCT-phosphoprotein interaction inhibition (red fluorophore); 75,000 tested, 0.03% active; Potency, µM (titrated, usually from 76.9 µM), for inactives: at the highest dose activity change, negative = inhibition, most hits filed as inhibitors; P38398; BRCT-phosphopeptide binding, red fluorescence polarization; AID 892; also: % is scaled to controls: 0 for no effect and ±100 for the full control effect
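Fluorescence polarization: 100 nM His-tagged BRCA1 BRCT with 100 nM TAMRA-labelled phospho-BACH1 decapeptide, phosphate buffer pH 7.3 with 150 mM NaCl, DTT, 0.01% Tween 20; 12 min RT. Binding inhibition seen as FP decrease.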
DNA Pol III inh – inhibitors of bacterial DNA polymerase III holoenzyme; reconstituted DNA polymerase III holoenzyme replication, biochemical; Potency, µM (doses to about 57.1 µM), for the others: at the highest dose activity change, negative = inhibition; 71,000 tested, 0.25% active; AID 603; also: potency is read from the fitted curve at half-maximal effect; % is scaled to controls: 0 for no effect and ±100 for the full control effect
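Reconstituted *E. coli* holoenzyme (0.35 nM Pol III, 1 nM beta, 154 nM SSB, 2 nM primase) was preincubated with compound for 15 min at RT. Synthesis on 1.4 nM ssM13Gori ran 35 min, then was stopped with PicoGreen/EDTA and read as dsDNA fluorescence.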
CRE Fsk mod – alters forskolin-stimulated CRE reporter signaling in CHO cells | CHO CRE-bla reporter (cAMP response element driving beta-lactamase), forskolin EC10, beta-lactamase ratio | Potency, µM (titrated, usually from 38.2 µM), for the others: at the highest dose activity change, negative = inhibition, actives largely listed as activators | 71,000 tested, 2.5% active; active = well fitted activation curve with a large enough effect in the signal ratio, with a control signal flat, not every such curve was filed as active; inconclusive = small, poorly fitted or top-dose-only effect, or effect the other way, or a change in a side signal; the % refers to the signal ratio; also: potency is read from the fitted curve at half-maximal effect; % of control where 0% means no effect
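The 460nm/530nm emission ratio after CCF4 loading defined %Activity, from which AC50 values were obtained. CRE-bla CHO cells received compound dilution series together with an EC10 level of NKH 477 for 3 hours at 37 degrees Celsius.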
4MU fluor – 4-MU region autofluorescence; compound autofluorescence, 340/450 nm, 4-MU equivalents; active compounds read high; max dye-equivalent concentration, M; 59,000 tested, 11% active; AID 589; in the data active = max dye-equivalent concentration above about 10 nM; inconclusive = mostly about 1.1 nM to 9.6 nM
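Compounds in 100 mM Tris, pH 8.0, sat 15 min at room temperature before fluorescence was read at 340 nm excitation/450 nm emission; a per-plate six-point 4-MU standard curve converted signals to dye-equivalent concentration at each compound concentration.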
GFP derepression – epigenetic modulators derepressing GFP locus in mouse cells | mouse C127i GFP locus derepression, cytometry, 30 h | Potency, µM (highest dose often 46.1 µM), inactives show at the highest dose GFP derepression (activation) | 68,000 tested, 0.09% active | AID 597; also: % of control where 0% means no effect
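Read-out is the number of GFP-positive cells, scored as fluorescent objects 20 to 120 um wide, reflecting derepression of a silenced CMV-GFP reporter in murine C127i cells after 30 h compound exposure at 37 C.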
UbGFP stabilizer – inhibits proteasome, raising ubiquitin-GFP reporter fluorescence | Ubiquitin-GFP reporter cells, proteasome inhibition, GFP fluorescence; response scale: untreated = 0%, 10 µM MG-132 = 100% | Potency, µM (titrated, usually from 45.9 µM), for the others: top-dose activation (GFP accumulation), actives largely listed as activators | 67,000 tested, under 10 active; active = well fitted activation curve with a large enough effect, not every such curve was filed as active; inconclusive = small, poorly fitted or top-dose-only effect, or another doubt; inactive = no such curve, though single readings can be large or run the other way; also: potency is read from the fitted curve at half-maximal effect
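U2OS cells stably expressing ubiquitin(G76V)-GFP, seeded overnight in 0.5% FBS medium, were exposed to compounds (qHTS, 46 uM to 2.9 nM) for 4 hr at 37 °C. GFP-positive cells were counted by laser cytometry (488 ex/515 em), normalized between basal and 10 uM MG-132.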
15-hLO inh – inhibitors of human 15-lipoxygenase (ALOX15); Potency, µM (highest dose often 57.1 µM), without a hit: top-dose activity change, negative = inhibition, hits mostly inhibitors; 74,000 tested, 1.4% active; purified 15hLO-1, xylenol orange hydroperoxide absorbance; P16050; AID 887; also: potency is read from the fitted curve at half-maximal effect; % is scaled to controls: 0 for no effect and ±100 for the full control effect; nearly all actives have a fitted effect of over 55% in size
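Readout: Fe(III)-xylenol orange absorbance, 573-to-405 nm ratio as reaction progress. Enzyme 40 nM purified human 15hLO-1, substrate 50 uM arachidonic acid, 6 min RT after 15 min compound preincubation; Hepes pH 7.5 buffer with Triton X-100.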
Hsp90 Hop PPI – changes Hsp90-Hop TPR2A binding signal, up or down; Potency, µM (highest dose often 57 µM), for the others: at the top dose activity change, negative = inhibition; AID 595; 71,000 tested, 0.44% active; AlphaScreen TPR2A-His6 binding biotin-Hsp90 C-terminal peptide; active = well fitted curve in either direction with a large enough effect; inconclusive = small, poorly fitted or top-dose-only effect, or another doubt; also: potency is read from the fitted curve at half-maximal effect; % is scaled to controls: 0 for no effect and ±100 for the full control effect; many of its hits are not listed in these tables
HBB splice mod – hemoglobin beta splicing modulation | 65,000 tested, 0.06% active | HBB splicing reporter cell assay, activation; EGFP reporter with mutant IVS2-654 intron; response scale: normalised to 500 nM splice-correcting PNA | Potency, µM (doses to about 46.1 µM), for inactives: top-dose activation, hits mostly activators | AID 925; also: potency is read from the fitted curve at half-maximal effect; 0% is about no effect
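Compounds were applied for 2 days to HeLa EGFP-654 cells, 500/well in Optimem with 2% FCS. The reporter's EGFP is disrupted by mis-splicing of beta-globin intron IVS2-654. Readout: summed well GFP fluorescence from 488 nm laser scanning; reference was 500 nM antisense […] 654 PNA.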
A350 autofl – compound fluoresces in the Alexa 350 spectral region; Compound autofluorescence, 340/450 nm, Alexa 350 dye-equivalents; active compounds read high; 59,000 tested, 11% active; max dye-equivalent concentration, M; AID 590; in the data active = max dye-equivalent concentration above about 10 nM; inconclusive = mostly about 1.1 nM to 9.6 nM
* marks the source's active call; other numbers are inactive results; i = inactive; ? = inconclusive; nt = not tested or not shown; [ ] = dose if it differs, or a comment. Unless noted, calls follow the shape of the dose curve; as a rule, active = well fitted curve in the direction sought with a large enough effect; inconclusive = small, poorly fitted or top-dose-only effect, or another doubt; inactive = no such curve, though single readings can be large; an effect the other way counts as inactive or inconclusive.

Value order: BRCT inh green	BRCT PPI red	DNA Pol III inh	CRE Fsk mod	4MU fluor	GFP derepression	UbGFP stabilizer	15-hLO inh	Hsp90 Hop PPI	HBB splice mod	A350 autofl
Cc1ccc(CNc2ccc3c(c2)ncn3C)cc1
  -3.0%	-2.8%	1%	?	i	0%	-3%	16%	-10%	-1.5%	?
Cc1nnc(SCC(=O)c2ccc(S(=O)(=O)N3CCOCC3)cc2)n1-c1ccccc1
  -1.4%	-2.7%	5%	3%	i	-3%	-1%	8%	-3%	-0.3%[57.5 µM]	i
CCCOC(=O)Cn1c(=O)c2cc3c(=O)n(CC(=O)OCCC)c(=O)c3cc2c1=O
  -0.7%	-0.2%	-6%	-7%	i	1%	-3%	3%	-2%	0.9%	i
COC(=O)c1ccc(CSc2nc3ccccc3c(=O)n2-c2ccc(OC)c(OC)c2)o1
  -1.0%	0.8%	-5%	13µM*	i	1%	-2%	-16%	-12%	-0.4%[57.5 µM]	i
COc1cc(OC)cc(-c2cc(NC(C)=O)n[nH]2)c1
  0.8%	-0.7%	2%	3%	nt	3%	-3%	10%	-5%	0.3%	nt
CCc1c(C)[nH]c2ccccc2c1=O
  0.5%	0.2%	-1%	3%	i	-1%	-3%	2%	-1%	nt	i
C=CCSc1nc(N)c(C(=O)Nc2ccccc2C)cc1C(N)=O
  -9.7%	-0.6%	-1%	-1%	5.3e-08M*	0%	-3%	-18%	-2%	-0.1%	5.5e-08M*
COC(=O)c1ccccc1NC(=O)c1cccc(NC(=O)c2ccc(Br)o2)c1C
  0.0%	-3.1%	-4%	?	i	0%	0%	-10%	-4%	-0.6%	i
COCCn1nnnc1CN1CCC(Cc2ccccc2)CC1
  1.7%	0.7%	-3%	1%	i	4%	-3%	-1%	-1%	nt	i
CCCn1nnc(NCc2ccc(OCc3cccs3)c(OC)c2)n1
  -1.9%	-0.9%	-2%	-12%	i	0%	-1%	7%	-3%	-1.5%	i
CC1CCCC(C)N1C(=O)CSc1nnc(-c2cccs2)o1 (configuration not stated)
  -1.7%	-1.7%	-4%	1%	i	-1%	-1%	2%	3%	-0.3%[57.5 µM]	i
Cc1nc2sc(C(c3ccc(C(C)C)cc3)N3CCN(CCO)CC3)c(O)n2n1 (configuration not stated)
  -1.7%	-1.6%	-1%	-9%	nt	nt	-2%	-16%	-1%	-0.1%	nt
CCOc1ccccc1C(=O)N(C)Cc1cc2ccccc2[nH]c1=O
  -0.3%	-0.2%	-17%	12%	i	0%	-4%	-1%	-1%	0.3%[1.84 µM]	i
CCOc1ccc(Br)cc1-c1noc(-c2cccs2)n1
  -2.4%	0.2%	-1%	15%	i	0%	-6%	-1%	?	-0.9%	i
CC(=O)Nc1cccc(NS(=O)(=O)Cc2ccc(Cl)cc2)c1
  -0.4%	0.1%	-7%	-9%	i	3%	-1%	6%	-1%	-1.0%	i
CCOC(=O)C1CCCN(CC(=O)Nc2c(C(=O)OC)[nH]c3ccccc23)C1 (configuration not stated)
  -0.4%	-0.3%	-3%	?	i	-3%	25%	-2%	-1%	-2.4%[1.84 µM]	i
Cc1c(NC(=O)C2CC=CCC2C(=O)O)c(=O)n(-c2ccccc2)n1C (configuration not stated)
  -1.8%	2.2%	-21%	0%	nt	-3%	-6%	-1%	-5%	-0.6%	nt
O=C(Cn1nc(C(F)(F)F)c2c1CCCC2)NCCN1CCOCC1
  0.1%	-0.9%	-3%	0%	?	0%	-3%	3%	1%	nt	?
CC(C)C1(C)C(=O)N=C2c3ccccc3C(=O)N21 (configuration not stated)
  -1.4%	0.3%	-3%	-2%	i	1%	-7%	-1%	0%	7.0%	i
CCN(CC)S(=O)(=O)c1cccc(C(=O)Oc2cccnc2)c1
  -1.2%	-2.2%	-3%	1%	i	0%	1%	9%	-4%	nt	?
NCCOB(c1ccccc1)c1ccccc1
  12%	-29%	-2%	?	nt	1%	4%	0.63µM*	2%	nt	nt
CCOC(=O)c1sc(NC(=O)CSc2nnnn2-c2ccccc2)c(C(=O)OCC)c1C
  0.1%	-0.2%	-3%	5%	i	0%	-5%	-6%	-1%	6.4%	i
O=C1COc2ccccc2N1Cc1ccccc1Cl
  0.8%	-0.7%	0%	7%	i	-3%	-6%	-17%	3%	nt	i
O=C(NCCCN1CCN(c2cccc(Cl)c2)CC1)c1cccc(N2CCCC2=O)c1
  0.8%	0.4%	0%	-19%	i	6%	-11%	-5%	-1%	-0.9%	i
CCOC(=O)Nc1ccc(S(=O)(=O)NCCCN2CCOCC2)cc1
  0.2%	0.2%	1%	3%	i	2%	-5%	6%	0%	-1.0%	i
O=S(=O)(c1cc(Cl)ccc1Cl)N1CCCCC1
  1.3%	-1.3%	0%	-1%	i	-1%	1%	1%	12%	nt	i
COc1cc(OC)c(C(=O)NC2CCCCCC2)cc1OC
  0.0%	0.2%	-4%	?	i	0%	2%	3%	-3%	0.1%	i
CSCCC(NC(=O)c1cc(C(C)(C)C)oc1C)C(=O)O (configuration not stated)
  -0.6%	-0.7%	-5%	1%	i	3%	0%	13%	0%	-0.2%[57.5 µM]	i
O=c1c2ccccc2[nH]c(=S)n1C1CCCCC1
  -4.2%	2.1%	0%	?	i	4%	2%	-2%	1%	-1.7%	i
CC1CCN(S(=O)(=O)c2ccc(NC(=O)CN3CCN(C)CC3)cc2)CC1
  -1.2%	0.3%	0%	0%	i	-3%	0%	?	-6%	-0.2%[57.5 µM]	i
COc1ccc(CCC(=O)NCc2cn3ccsc3n2)cc1
  -0.4%	0.1%	2%	0%	i	0%	-3%	3%	3%	-0.6%	i
O=C(CSc1nnc(-c2cccnc2)n1CCc1ccccc1)N1CCCCC1
  0.3%	1.5%	-1%	14%	i	-1%	1%	-7%	0%	-4.3%	i
CC1CCCCC1NC(=O)C1CCN(S(=O)(=O)N2CCOCC2)CC1 (configuration not stated)
  -1.3%	-0.4%	-2%	?	i	1%	8%	4%	-5%	-2.3%	i
Cc1cc(F)ccc1NCc1ccncc1
  -0.7%	1.9%	-2%	2%	nt	2%	-9%	4%	-4%	-1.6%	nt
C[C@@H]1C[C@H]2[C@@H]3CCC4=CC(=O)C=C[C@]4(C)[C@@]3(F)[C@@H](O)C[C@]2(C)[C@@]1(O)C(=O)CO
  -0.2%	0.6%	-4%	-17%	nt	nt	nt	2%	0%	-1.2%	nt
O=C(O)[C@@H]1[C@@H](C(=O)NCc2ccncc2)[C@@H]2C=C[C@@H]1O2
  0.0%[15.4 µM]	0.8%[15.4 µM]	-7%[11.4 µM]	-4%[7.6 µM]	?	3%[9.22 µM]	0%[9.17 µM]	0%[11.4 µM]	-2%[11 µM]	-1.7%[9.22 µM]	?
Cc1ccc2nc(SCC(=O)Nc3cc(C)on3)[nH]c2c1
  1.5%	1.8%	2%	8%	i	-2%	-1%	-6%	-4%	1.3%	i
CCCn1nnc(NC(=O)COc2ccccc2Cl)n1
  -0.6%	0.3%	-3%	?	i	0%	-2%	-3%	-3%	0.1%	i
O=C(O)c1cccnc1SCC(=O)N1CCCCCC1
  -0.1%	0.0%	-2%	-4%	i	5%	3%	5%	-3%	-3.2%[57.5 µM]	?
O=C(NCCN1C(=O)CSC1=O)C1CC(=O)N(c2ccccc2)C1 (configuration not stated)
  -0.1%	1.2%	-2%	-3%	i	-2%	-1%	4%	-3%	-0.4%	i
O=C(C[C@@H](C(=O)O)N1CCOCC1)c1ccccc1
  -2.8%[15.4 µM]	-1.4%[15.4 µM]	-4%[11.4 µM]	?	i	-2%[9.22 µM]	-7%[9.17 µM]	1%[11.4 µM]	-1%[11 µM]	0.5%[9.22 µM]	i
CCN1CCN(C(=O)C2CC(c3ccc(F)cc3)=NO2)CC1 (configuration not stated)
  -4.2%	-0.9%	-6%	6%	nt	nt	-11%	2%	-2%[2.3 µM]	-0.4%	nt
